Source: PubChem (National Center for Advancing Translational Sciences (NCATS))
BAZ2B block: BAZ2B (human) inhibition; actives 4.4% (n = 360,000); Potency, µM (series often up to 114 µM), for inactives: at the top dose activity change, negative = inhibition, hits mostly inhibitors; AID 504333; Q9UIF8; AlphaScreen BAZ2B-H3K14Ac peptide displacement; further: potency means the concentration at half of the fitted maximal effect; on the % scale 0 is the no-effect control and ±100 the full control effect; nearly all actives have a fitted effect of over 60% in size
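Compounds, titrated to a top concentration of 110 uM, were incubated 30 min at room temperature with preformed BAZ2B/acetyl-K14 H3 peptide complex (50 nM each). Proximity signal was measured by AlphaScreen after 20 min with beads.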
PI4K2A inh: blocks human PI4K2A kinase activity; activity change, negative = inhibition, % at 76.9 µM; Q9BTU6; AID 1346378; actives 0.13% (n = 420,000); purified PI4K2A, ADP-Glo luminescence, 1 h; hits give low values; in the data active means activity change below about -50%; inconclusive means mostly about -30% to -49%;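 further: -100% = wells without enzyme as full effect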
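PI4K2A activity was measured by ADP-Glo luminescence: enzyme (4 ug/mL stock) and phosphatidylinositol (1.2 mM stock) in Tris pH 7.5/MgCl2/EGTA/Triton X-100 buffer were reacted with ATP (300 microM stock) for one hour at ambient temperature.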
HP1b binding inh: inhibitors of HP1-beta chromodomain binding to methylated histone tails. AlphaScreen HP1-beta / biotin-H3K9me3 peptide binding. Potency, µM (titrated, usually from 114 µM), inactives show at the highest dose activity change, negative = inhibition, hits mostly inhibitors. P83916. actives 0.56% (n = 390,000); further: potency means the concentration at half of the fitted maximal effect; nearly all actives have a fitted effect of over 70% in size; inactives centre near 23
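Compound inhibition of the preformed complex between 50 nM HP1-beta and 50 nM biotinylated H3K9me3 peptide was read by AlphaScreen. Buffer was PBS pH 7.4 with 0.01% Tween-20. Incubations ran 30 min at room temperature, with 10 ug/mL donor/acceptor beads.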
Pin1 inh: inhibitors of human Pin1; Potency, µM (titrated, usually from 115 µM), for the others: top-dose activity, negative = inhibition, actives largely listed as inhibitors; actives 0.009% (n = 390,000); Q13526; Pin1 FP peptide displacement, HiFluor488, 10 min; AID 504891; active means well fitted inhibition curve with a large enough effect in the polarisation, with a control signal flat, not every such curve was filed as active; inconclusive means small, poorly fitted or top-dose-only effect, or effect the other way, or a change in a side signal; inactive means no such curve, though single readings can be large or run the other way; the % refers to the polarisation; further: potency means the concentration at half of the fitted maximal effect; on the % scale 0 is the no-effect control and ±100 the full control effect
Target sequence (Q13526 whole entry, looked up): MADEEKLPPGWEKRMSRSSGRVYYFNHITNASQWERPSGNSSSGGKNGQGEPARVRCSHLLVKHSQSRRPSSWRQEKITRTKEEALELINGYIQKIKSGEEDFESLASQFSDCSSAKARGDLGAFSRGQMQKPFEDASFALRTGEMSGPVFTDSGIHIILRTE
Tb PGK inh: T. brucei PGK inhibition; PGK/GAPDH coupled, Kinase-Glo luminescence, 60 min; Potency, µM (highest dose often 57.5 µM), inactives show at the highest dose activity change, negative = inhibition, most hits filed as inhibitors; actives 0.043% (n = 380,000); further: potency means the concentration at half of the fitted maximal effect; on the % scale 0 is the no-effect control and ±100 the full control effect; nearly all actives have a fitted effect of over 60% in size
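Recombinant glycosomal PGK reaction used 1,3-bisphosphoglycerate generated in-well by GAPDH (100nM final) in 100mM TEA pH 7.6, 5mM MgCl2, 0.01% Tween-20. After 60 minutes at room temperature, ATP was read by Kinase-Glo Plus luminescence end-point.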
G9a inh: G9a (human) methyltransferase inhibition. actives 8.8% (n = 350,000). AID 504332. G9a H3K9 monomethylation, AlphaScreen, 2 h. Q96KQ7. Potency, µM (doses to about 102 µM), for inactives: at the top dose activity, negative = inhibition, actives largely listed as inhibitors; further: potency means the concentration at half of the fitted maximal effect; on the % scale 0 is the no-effect control and ±100 the full control effect; nearly all actives have a fitted effect of over 75% in size
Target sequence (Q96KQ7 913-1193 limits assumed): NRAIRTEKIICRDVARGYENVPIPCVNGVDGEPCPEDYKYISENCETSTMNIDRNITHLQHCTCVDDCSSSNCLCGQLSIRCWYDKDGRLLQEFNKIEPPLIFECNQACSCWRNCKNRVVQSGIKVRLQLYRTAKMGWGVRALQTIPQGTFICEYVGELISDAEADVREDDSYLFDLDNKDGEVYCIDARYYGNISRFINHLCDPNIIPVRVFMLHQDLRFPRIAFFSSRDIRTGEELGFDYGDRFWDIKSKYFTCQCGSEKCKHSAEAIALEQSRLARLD
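Quantitative HTS format: methyltransferase activity on a biotin-tagged H3K9 peptide is measured by AlphaScreen, using a rabbit anti-monomethyl-H3K9 antibody with streptavidin donor and anti-IgG acceptor beads. Final levels are 20 nM enzyme, 500 nM peptide, 20 uM SAM; 2 h RT.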
GLS inhibitor: inhibitors of human glutaminase (GLS); GLS enzymatic activity, qHTS titration; actives 0.21% (n = 410,000); Potency, µM (top dose mostly 45.5 µM), for inactives: top-dose activity change, negative = inhibition, actives largely listed as inhibitors; O94925; further: potency means the concentration at half of the fitted maximal effect; on the % scale 0 is the no-effect control and ±100 the full control effect
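hKGA; 45 mM KH2PO4 pH 8.2 + 0.02% Tween-20; cpd via pin tool; 1 mM Gln soln; GluOx/HRP/Amplex Red; RT 30 min; fluor. t0 & final.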
JMJD2A Tudor: JMJD2A Tudor domain (human) inhibition. AlphaScreen JMJD2A-Tudor / H3K4me3 peptide binding. AID 504339. Potency, µM (titrated, usually from 114 µM), for the others: top-dose activity change, negative = inhibition, hits mostly inhibitors. O75164. actives 4.4% (n = 390,000); further: potency means the concentration at half of the fitted maximal effect; on the % scale 0 is the no-effect control and ±100 the full control effect; nearly all actives have a fitted effect of over 50% in size
ERG-DNA inh: ERG Ets/DNA interaction inhibition; P11308; fluorescence polarization, His-ERG Ets domain / labelled DNA; Potency, µM (titrated, usually from 76.9 µM), for the others: top-dose FP activity, negative = inhibition, most hits filed as inhibitors; actives 0.028% (n = 370,000); AID 624246; active means well fitted inhibition curve with a large enough effect in the polarisation, with a control signal flat; inconclusive means small, poorly fitted or top-dose-only effect, or effect the other way, or a change in a side signal; inactive means no such curve, though single readings can be large or run the other way; the % refers to the polarisation;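 further: polarization taken with two DNA probes labelled with fluorescein and Texas red; potency means the concentration at half of the fitted maximal effect; % of control where 0% means no effect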
Target sequence (P11308 whole entry, looked up, the tested form may be a part): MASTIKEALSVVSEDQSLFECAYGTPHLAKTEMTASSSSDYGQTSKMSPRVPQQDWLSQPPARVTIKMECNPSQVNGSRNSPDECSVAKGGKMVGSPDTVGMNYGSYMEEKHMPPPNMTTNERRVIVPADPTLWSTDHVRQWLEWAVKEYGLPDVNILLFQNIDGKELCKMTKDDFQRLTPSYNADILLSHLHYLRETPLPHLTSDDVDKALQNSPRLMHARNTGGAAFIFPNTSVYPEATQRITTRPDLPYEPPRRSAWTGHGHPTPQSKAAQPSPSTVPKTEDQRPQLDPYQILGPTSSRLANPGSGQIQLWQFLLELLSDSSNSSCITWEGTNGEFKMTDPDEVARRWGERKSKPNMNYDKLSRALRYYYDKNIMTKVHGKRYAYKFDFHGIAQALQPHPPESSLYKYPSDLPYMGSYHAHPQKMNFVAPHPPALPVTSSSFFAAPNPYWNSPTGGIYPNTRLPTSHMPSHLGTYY
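His-tagged ERG Ets domain (1 uM in the protein solution; 300mM KCl, 50mM Tris-HCl, 1mM EDTA, 1mM DTT, pH 7.5) received compound, then a probe mix of 5 nM fluorescein-DNA and 100nM Texas-615-DNA. Fluorescence polarization was read for both dyes.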
* hit, by the source's call; i = inactive; ? = inconclusive; nt = not tested or not shown; & = joins results of further samples; [ ] = another dose, or the depositor's remark. Unless noted, the call rests on the fitted dose curve; in most records, active means well fitted curve in the direction sought with a large enough effect; inconclusive means small, poorly fitted or top-dose-only effect, or another doubt; inactive means no such curve, though single readings can be large; an effect the other way counts as inactive or inconclusive.

Fields: Tb PGK inh	ERG-DNA inh	JMJD2A Tudor	BAZ2B block	Pin1 inh	GLS inhibitor	PI4K2A inh	G9a inh	HP1b binding inh
CCOC1CC(C)(C)NC(=S)N1 (centres undefined)
    9%	-2%	-19%	-1%	2%	-3%	6	-11%[59 µM]	14%
Cn1c(SCC(=O)NC2CC2)nnc1-c1ccco1
    0%	6%	-6%	0%	-8%	-5%	-2	?	31%
Cc1ccccc1-c1nnn(C/C(N)=N/O)n1
    1%	-5%	-6%	-14%	-1%	23%	5	6%	27%
CCC(=O)n1nc(-c2ccco2)nc1N
    i	-6%	-7%	-22%	2%	3%	-1	45µM*	8%
O=C(CCn1cccc1)N1CCc2ccccc21
    -4%	-1%	?	?	-3%	3%	-6	?	-33%
CC(OC(=O)Cc1c[nH]c2ccccc12)C(=O)Nc1ccccc1F (centres undefined)
    -4%	-9%	-20%	7%	-9%	4%	1	-12%	2%
O=C(NCCCc1ccccc1)c1ccc2c(c1)sc1nc(-c3ccc(F)cc3)cn12
    11%	4%	-15%	-22%	-1%	-12%	-3	-18%[59 µM]	27%
O=C(Nc1oc2ccccc2c(=O)c1-c1ccc(Br)cc1)c1ccco1
    -3%	-1%	-17%	-12%	6%	1%	-1	-25%	52%[activator]
O=C(CC(c1ccccc1)c1cc(Br)ccc1O)NCC1(c2ccccc2)CCCC1 (centres undefined)
    6%	5%	-31%	?	-1%	13%	0	-23%[59 µM]	-7%
O=C(NCCc1ccc(F)cc1)C1CCN(C(=O)Nc2ccccc2)CC1
    -9%	0%	-19%	-5%	2%	-5%	13	23%[12.7 µM]	45%[activator]
O=C(Cc1csc(NC(=O)Nc2cccc(Cl)c2)n1)NCc1ccccn1
    -4%	-1%	-27%	-3%	-2%	-1%	0	?	15%
O=C(N=C1SC2CS(=O)(=O)CC2N1c1cccc(Cl)c1)C1CCCO1 (centres undefined)
    0%	4%	-19%	-8%	-10%	0%	0	5%	0%
COc1ccccc1C1C(C(N)=O)=C(C)Nc2nc(-c3ccccc3Cl)nn21 (centres undefined)
    8%	7%	-1%	-4%	?	18%	-1	20%	43%[activator]
Cn1c(N)c(C(=O)Nc2ccccc2)c(=O)[nH]c1=O
    -8%	-5%	-12%	nt	-6%	-1%	-3	nt	27%
Cc1ccc(C(=O)N/C(=C\c2ccco2)C(=O)NCCN2CCOCC2)cc1C
    i	-6%	-15%	-12%	-2%	-1%	-1	-20%	11%
COc1cccc(NC(=S)Nc2cc(C(=O)O)ccc2N2CC3CC(C2)c2cccc(=O)n2C3)c1 (centres undefined)
    2%	0%	-26%	-22%	-4%	24%	-1	40µM*	-12%
Cc1cccc(NC(=O)Nc2cc(C)on2)c1
    -10%	3%	-29%	1%	-3%	-3%	-2	-1%[59 µM]	59%[activator]
Cc1cc([N+](=O)[O-])nn1CC(=O)Nc1cccc2nonc12
    -1%	-13%	-35%	?	3%	2%	-6	56µM*	-5%
CC(=O)N1CCc2cc(S(=O)(=O)NCCC(=O)NC3CCCc4ccccc43)ccc21 (centres undefined)
    -2%	0%	-3%	3%	2%	-8%	-2	?	40%[activator]
Cc1ccc2nc(-c3cccc(SC4CCCCC4)c3)c(NC3CCCCC3)n2c1
    4%	-13%	-29%	nt	5%	18%&2%	0&1	nt	12%
COc1ccc(CCN2CC(C(=O)NCC3(O)CCCCC3)CCC2=O)cc1 (centres undefined)
    -1%	-6%	-4%	-3%	-12%	5%	0	nt	39%[activator]
Cc1nc2nc[nH]n2c(=O)c1NC(=O)c1c(-c2ccccc2Cl)noc1C
    2%	-4%	-24%	-26%	3%	10%	7	?	14%
CC12CCC(c3c(C(=O)O)nn(-c4ccccc4)c31)C2(C)C (centres undefined)
    -4%	nt	-18%	-1%	3%	14%	-6	?	14%
CCC(C(=O)OCC(=O)Nc1ccc(OC)cc1OC)c1ccccc1 (centres undefined)
    -2%	4%	10%	8%	1%	-10%	2	17%	23%
c1cncc(-c2nc3ccccc3[nH]2)c1
    i	nt	-9%	3%&0%	-1%	7%	3	3%[59 µM]	9%
O=c1c2ccccc2nc2n1CCC2
    ?	nt	14µM*	14µM*	-18%	?	-9	-22%[0.501 µM]	-57%
COc1ccc2nc3ccccc3nc2c1N
    -9%	1%	40µM*	28µM*	-7%	?	?	1µM*	40µM*
COC(=O)[C@@H](Cc1c[nH]c2ccccc12)NC(=O)c1cc(=O)[nH]c2ccccc12
    -7%	17%	-10%	-6%	1%	-4%	-3	nt	19%
O=C(NC(=S)Nc1ccccn1)c1ccccc1
    -9%	9%	-5%	3%	0%	13%	-14	50µM*	49%[activator]
CCC(=O)Nc1cc(C(=O)OCC(=O)c2ccccc2Cl)ccc1C
    -6%	3%	17%	-28%	-4%	nt	4	46%[activator]	19%

(more compounds)
Fields: Tb PGK inh	ERG-DNA inh	JMJD2A Tudor	BAZ2B block	Pin1 inh	GLS inhibitor	PI4K2A inh	G9a inh	HP1b binding inh
CCOC(=O)Cn1cc(C(=O)C(=O)N2CCOCC2)c2ccccc21
    8%	1%	-11%	-12%	-3%	16%	0	14%	28%
CCOC(=O)c1ccc(CN(Cc2ccc(F)cc2)S(=O)(=O)c2ccc(F)cc2)cc1
    5%	0%	20%	13%	-7%	1%	9	43%[59 µM]	18%
CCOC(=O)Nc1cc(C)c(Cl)cc1OC
    -4%	-6%	22%	27%	-6%	-2%	0	19%[59 µM]	-14%
O=[N+]([O-])c1ccc(-c2cn(-c3ccccc3F)c(=S)[nH]2)cc1
    5%	2%	-6%	?	8%	2%	-1	-44%	55%[activator]
Cc1cccc2c1N(CCOc1ccccc1)C(=O)C2=O
    13%	1%	-11%	?	-1%	3%	29	?	-8%
CCn1c(SCC(=O)Nc2cc(OC)ccc2OC)nc2c(c1=O)SCC2
    i	5%	?	79µM*	-3%	0%	-6	-28%	-19%
CCCOc1ccc(-c2nnn(CC(=O)c3ccc4c(c3)OCCO4)n2)cc1
    -1%	nt	7%	4%	0%	-7%	-1	16%	32%
CCOc1ccc(C(CC(=O)O)NC(=O)Cc2ccccc2)cc1OC (centres undefined)
    3%	-1%	-16%	4%	2%	-7%	3	-10%	22%
Cc1ccc(SC[C@H](c2ccccc2)N2CCN(CC(C)C)CCC2=O)cc1
    i	15%	-17%	-3%	-6%	4%	1	-3%[12.7 µM]	64%[activator]
O=C(N/N=C/c1ccc(-c2ccccc2[N+](=O)[O-])o1)c1cncc(Br)c1
    9%	16%	?	-37%	2%	13%	0	32µM*	?
COCCn1c(SCC(=O)Nc2cc(C)on2)nc2cc(Cl)ccc2c1=O
    -4%	4%	-13%	-3%	-1%	7%	-2	18%[12.7 µM]	19%
O=S(=O)(NCCc1csc(-c2cccnc2)n1)c1ccc(Cl)s1
    i	0%	-13%	6%	3%	-2%	-5	?	32%
COc1ccc(NC(=O)Nc2ccc3oc(C)nc3c2)cc1
    -3%	-3%	-10%	2%	-5%	1%	-1	7%[0.501 µM]	26%
COc1ccc(N2CCN(C(=O)c3ccc(Cl)c(S(=O)(=O)N4CCOCC4)c3)CC2)cc1
    -12%	-6%	-22%	nt	0%	-11%	-1	nt	1%
COc1ccccc1OCCOCCOc1ccc(C)cc1[N+](=O)[O-]
    -5%	0%	-19%	5%	-1%	2%	1	3%[59 µM]	29%
CCCCN(C)C(=O)C1CCCN(c2ncnc3onc(C)c23)C1 (centres undefined)
    6%	6%	-6%	27%[57.1 µM]	-4%	-15%	-3	1%[59 µM]	68%[activator]
O=C(O)c1cccc2c1C(=O)c1ccc(-c3ccc(Cl)c(C(F)(F)F)c3)cc1S2(=O)=O
    -4%	-4%	79µM*	?	-14%	-4%	1	16%[2.33 µM]	15%
CCOC(=O)C1=C(COC(=O)/C=C/c2cccc(Br)c2)NC(=O)NC1C (centres undefined)
    -8%	-1%	-12%	2%	4%	3%	-1	?	24%
COc1cc2c(cc1NC(=O)C1CCCO1)oc1ccccc12 (centres undefined)
    -8%	-1%	2%	6%	-1%	5%	-11	-30%[12.7 µM]	27%
Cc1ccc(S(=O)(=O)CCc2nnc(NC(=O)c3cnccn3)s2)cc1
    i	0%	?	-2%	-5%	0%	-3	?	25%
CCOc1ccc(-n2cc(-c3ccccc3)c3c(N4CCC(C)CC4)ncnc32)cc1
    i	-18%	-31%	?	-8%	7%	4	1%[59 µM]	14%
COc1cc(Cl)c(C)cc1Nc1nc2ccccc2n2cnnc12
    i	-1%	-8%	2%	-2%	-13%	2	-23%[59 µM]	24%
NC(=O)CN(Cc1ccccc1)S(=O)(=O)c1ccc2c(c1)OCCO2
    -6%	7%	-18%	1%	-1%	5%	-2	-2%	-3%
O=C(COC(=O)CSc1ccc(F)cc1)NCC1CCCCC1
    -5%	14%	22%	-4%	3%	-7%	-7	9%	55%[activator]
O=C1CC(N2CCC(c3nc4ccccc4s3)CC2)C(=O)N1Cc1ccccc1 (centres undefined)
    -10%	-1%	-22%	-7%	-3%	nt	-6	?	38%
